# N370S GC mod = qHTS Assay for Inhibitors and Activators of N370S glucocerebrosidase as a Potential Chaperone Treatment of Gaucher Disease | Lysosomal acid glucosylceramidase (Homo sapiens), P04062 | N370S GC spleen homogenate, 4MU-glucoside fluorescence | Potency, µM (top dose mostly 59.4 µM), inactives show at the top dose activity change, negative = inhibition, usual class: inhibitors | hit rate 0.092% among 330,000 | AID 2101, 2009;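 also: 0% = full enzyme activity and -100% = no enzyme basal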
# TDP1 inh = qHTS Assay for Inhibitors of Tyrosyl-DNA Phosphodiesterase (TDP1). recombinant TDP1, AlphaScreen DNA substrate cleavage. Potency, µM (highest dose often 130 µM), without a hit: at the highest dose activity change, negative = inhibition, actives largely listed as inhibitors. hit rate 0.28% among 350,000. AID 485290, 2010; also: nearly all actives have a fitted effect of over 40% in size
# Target sequence (Q9NUW8 whole entry, looked up): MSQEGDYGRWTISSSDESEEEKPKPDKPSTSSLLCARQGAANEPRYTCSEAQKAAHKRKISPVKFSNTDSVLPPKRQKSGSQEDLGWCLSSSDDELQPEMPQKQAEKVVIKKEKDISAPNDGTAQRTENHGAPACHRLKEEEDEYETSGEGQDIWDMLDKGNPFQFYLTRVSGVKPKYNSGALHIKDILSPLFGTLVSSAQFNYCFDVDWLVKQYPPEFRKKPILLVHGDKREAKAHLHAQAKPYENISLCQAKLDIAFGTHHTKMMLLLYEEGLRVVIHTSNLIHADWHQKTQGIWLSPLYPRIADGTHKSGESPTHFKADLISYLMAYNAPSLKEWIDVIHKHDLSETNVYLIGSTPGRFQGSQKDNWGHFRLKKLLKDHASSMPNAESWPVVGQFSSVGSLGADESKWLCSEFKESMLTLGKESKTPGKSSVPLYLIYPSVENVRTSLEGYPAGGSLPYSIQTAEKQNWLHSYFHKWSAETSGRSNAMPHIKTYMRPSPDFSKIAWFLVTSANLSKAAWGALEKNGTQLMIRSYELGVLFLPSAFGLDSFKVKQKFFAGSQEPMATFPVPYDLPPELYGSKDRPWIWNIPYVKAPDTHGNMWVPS
#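 Recombinant E. coli-expressed Tdp1 (1 nM) preincubated with compound 15 min at RT, then 5'-biotin/3'-phosphotyrosine-FITC DNA substrate (15 nM) added for 5 min. AlphaScreen beads (10 ug/ml) added, 10 min RT; tyrosine-FITC cleavage read as signal loss.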
# FEN1 inhibitor = qHTS Assay for the Inhibitors of Human Flap endonuclease 1 (FEN1) | Potency, µM (doses to about 114 µM), without a hit: at the highest dose activity change, negative = inhibition, most hits filed as inhibitors | AID 588795, 2011 | Recombinant FEN1 flap cleavage, fluorescence, 15 min | hit rate 0.35% among 390,000; also: nearly all actives have a fitted effect of over 65% in size
# Target sequence (P39748 whole entry, looked up): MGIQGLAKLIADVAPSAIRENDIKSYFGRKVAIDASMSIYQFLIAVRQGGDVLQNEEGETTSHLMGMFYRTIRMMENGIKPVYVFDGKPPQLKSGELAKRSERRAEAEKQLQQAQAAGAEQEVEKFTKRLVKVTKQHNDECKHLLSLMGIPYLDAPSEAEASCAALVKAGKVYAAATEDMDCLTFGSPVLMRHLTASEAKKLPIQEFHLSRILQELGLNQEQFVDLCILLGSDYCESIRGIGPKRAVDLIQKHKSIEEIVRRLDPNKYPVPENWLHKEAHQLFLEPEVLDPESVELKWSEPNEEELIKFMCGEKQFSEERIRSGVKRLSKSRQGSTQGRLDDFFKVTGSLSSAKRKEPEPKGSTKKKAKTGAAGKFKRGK
#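 Recombinant FEN1 (10 nM) was preincubated with pin-transferred compounds for 15 min at room temperature, then flap DNA substrate (50 nM final) was added. Plates were read at 0 and 15 min, and normalized concentration–response data were fitted to a four-parameter Hill equation.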
# The depositor's hits bear a star; u = inconclusive; x = no result given; & = joins results of further samples; [ ] = remark or other dose. Calls follow the shape of the dose curve; as a rule, active = well fitted curve in the direction sought with a large enough effect; inconclusive = small, poorly fitted or top-dose-only effect, or another doubt; inactive = no such curve, though single readings can be large; an effect the other way counts as inactive or inconclusive. Unless noted, % is scaled to controls: 0 for no effect and ±100 for the full control effect; potency is read from the fitted curve at half-maximal effect.
SMILES,N370S GC mod,TDP1 inh,FEN1 inhibitor
CCC(=O)N1CCc2cc(S(=O)(=O)NCCC(=O)Nc3ccccc3C)ccc21,-28%,3%,-1%
CC1CN(c2c3c(nc4ncnn24)CCCC3)CC(C)O1 (stereo not drawn),6%,7%,7%
CCCCc1ccc(NC(=S)N2CCN(c3ncccn3)CC2)cc1,17%,4%,0%
CCOC(=O)c1[nH]cnc1C(=O)Nc1ccc([N+](=O)[O-])cc1,-2%,x,-17%
CCCC(=O)Nc1cc(Cl)ccc1C,1%,-10%,5%
COc1ccc(-n2nnnc2-c2cccnc2)cc1,4%,3%,0%
Cc1cc(NC(=O)CSc2nc3c(C)cccc3cc2C)no1,-3%,x,-15%
Cc1ccc(C(=O)NC(=S)Nc2ccc(NC(=O)c3cccs3)cc2)cc1[N+](=O)[O-],-7%,4%,-8%
COc1ccc(Cl)cc1NC(=O)CCCNC(=O)c1ccc(Cl)cc1,-3%,x,18%
OCCC1CN(Cc2cccc3c2OCO3)CCN1Cc1ccccc1 (stereo not drawn),7%,0%,15%
O=C(Nc1ccc2c(c1)OCCO2)c1cccnc1Oc1ccc(Cl)cc1,-6%,x,-11%
CC1CCCC(C)N1C(=O)Cn1c(SCC(=O)NCc2ccc3c(c2)OCO3)nc2ccccc21 (stereo not drawn),22%,2%,13%
COc1ccccc1N1CCN(C(=O)C2CCCN(S(=O)(=O)c3ccc(C)cc3)C2)CC1 (stereo not drawn),x,1%,8%
CCN1CCS/C1=C\C=C\C1=[N+](CC)CCS1,x,6%,4%
CCn1c(SCC(=O)Nc2cccc(NC(C)=O)c2)nc2c([nH]c3ccccc32)c1=O,3%,-16%,-12%
Fc1ccccc1NC(=S)N1CCN(Cc2ccc3c(c2)OCO3)CC1,-12%,5%,-14%
COc1cccc(N/C(N)=N/c2nc(C(F)(F)F)cc(=O)[nH]2)c1,4%,4%,1%
Cc1ccc(C)c(OCC(=O)N2CCN(C(=O)c3ccco3)CC2)c1,17%,3%,-3%
CCNc1nc(C(=O)O)nc(N2CCOCC2)n1,-6%,0%,1%
O=C(c1ccc(S(=O)(=O)NCc2ccco2)cc1)N1CCCC1,7%,7%,-12%
CC(=O)c1cccc(NC(=O)CN(c2ccccc2)S(C)(=O)=O)c1,-6%,-11%,-3%
CCCCC1(C)Nc2ccccc2-c2nc3ccccc3n21 (stereo not drawn),11%,3%,-6%
Cc1ccc(O)c(NC(=O)c2ccc(Br)c(S(=O)(=O)N3CCCCC3)c2)c1,x,-1%[12.3 µM],-10%
COc1ccc(C2C(C(=O)c3ccc(C)o3)=C(O)C(=O)N2Cc2ccco2)cc1OC (stereo not drawn),-8%,-21%,14%
COc1ccc(-c2nc(N3CCN(S(=O)(=O)c4ccccc4)CC3)c3ccccc3n2)cc1,x,2%,11%
CC(C)(C)N1OC2CC1c1nc3ccccc3n1C2 (stereo not drawn),-3%,1%,-10%
C#CCOc1ccc(/C=N/NC(=O)c2cccnc2)cc1OCC,-1%,1%,18%
CC[C@]12c3[nH]c4ccc(Cl)cc4c3CCN1C(=O)[C@@H](CC(=O)NCCC1=CCCCC1)C[C@@H]2C(=O)N1CCN(C(=O)C2CC2)CC1,x,0%[56.1 µM],-1%
COc1ccc(C(=O)Nc2ccc(S(=O)(=O)NC(C)=O)cc2)cc1[N+](=O)[O-],-3%,1%,-2%
CCOc1ccc(C(=O)N2CCN(S(=O)(=O)c3ccc4c(c3)OCCO4)CC2)cc1OCC,-22%,7%,-2%
COc1ccc(Cn2ccc3nc(C)c(C(=O)Nc4ccc(OC)cc4OC)cc3c2=O)cc1,x,7%,37%
CCOc1ccc(-n2c(SCC(N)=O)nnc2-c2cccnc2)cc1,1%,1%,2%
CCn1c(=O)c(C(=O)CN2CCN(S(=O)(=O)c3ccc(C)cc3C)CC2)c(N)n(Cc2ccccc2)c1=O,-9%,1%,-2%
CC(=O)c1cccc(NC(=O)C2CCCN2S(=O)(=O)c2cccc3cccnc23)c1 (stereo not drawn),-18%,0%,-13%
CCCS(=O)(=O)c1c(S(=O)(=O)CCC)c2cnccn2c1C(=O)c1ccc(F)cc1,6%,3%,-9%
CC1CCN(S(=O)(=O)N2CCC(C(=O)NCc3cccs3)CC2)CC1,-21%,6%,-8%

# The list goes on (three carried over from the part before).
SMILES,N370S GC mod,TDP1 inh,FEN1 inhibitor
CC(=O)c1cccc(NC(=O)C2CCCN2S(=O)(=O)c2cccc3cccnc23)c1 (stereo not drawn),-18%,0%,-13%
CCCS(=O)(=O)c1c(S(=O)(=O)CCC)c2cnccn2c1C(=O)c1ccc(F)cc1,6%,3%,-9%
CC1CCN(S(=O)(=O)N2CCC(C(=O)NCc3cccs3)CC2)CC1,-21%,6%,-8%
CCC(CO)NC(=O)C(=O)Nc1c2c(nn1-c1ccc(F)cc1)CSC2 (stereo not drawn),x,3%,-6%
O=C(CC1SC(N2CCCCC2)=NC1=O)Nc1ccc(C(=O)NCc2ccccc2)cc1 (stereo not drawn),x,1%,-4%
COc1ccccc1Nc1ncc(C(=O)N2CCN(Cc3ccc(OC)c(OC)c3OC)CC2)c2ccccc12,u,0%,-2%
COc1cccc(CS(=O)(=O)c2nnnn2C2CCCCC2)c1,-8%,6%,x
CCC(=O)NCCc1nc2ccccc2n1Cc1ccccc1,-2%,4%[56.1 µM],-10%
Nc1ccc(/C=C/c2ccc3ncccc3c2)cc1,29%,x,-5%&-3%
COc1ccccc1/C=N/OCc1cc(C(C)=O)ccc1OC,16%,x,15%
CCC(=O)N1c2ccccc2CC1C(=O)NCc1ccc(OC(C)C)cc1 (stereo not drawn),x,1%,-5%
C#CCNC(=O)c1cccn1-c1ncc(C(F)(F)F)cc1Cl,-9%,5%,-2%
COc1ccc(OC)c(CCNC(=O)Cn2nc(C)n3c(cc4sccc43)c2=O)c1,x,2%,-3%
CCc1ccc2c(CC(=O)NNC(=O)c3ccncc3)coc2c1,x,2%,7%
C#CCOCCOCCOCCNc1nc(N2CCN(C(=O)[C@H]([C@@H](C)CC)n3cc(CCCN=C(N)N)nn3)CC2)nc(N2CCN(C(=O)[C@H](CCCCN)n3cc(CC(C)O)nn3)CC2)n1 (stereo partly drawn),-12%,-1%,-2%
COc1ccccc1C1c2ccc3ccccc3c2Oc2ncn(CCCO)c(=N)c21 (stereo not drawn),u,x,-20%
O=C(NCCCN1CCCC1=O)c1ccc(NS(=O)(=O)c2ccccc2)cc1,-7%,x,0%
O=[N+]([O-])CC1(n2nc3ccccc3n2)CCCCC1,1%,4%,-5%
CCOc1ccc(NC(=O)C2CCN(c3nnc(-n4c(C)ccc4C)s3)CC2)cc1,x,-3%,-13%
CC(Sc1nnc(-c2ccccc2F)n1C1CC1)C(=O)N1CCCC1 (stereo not drawn),x,0%,2%
Cn1cc(C(=O)c2cccc(Cl)c2)cc1C#N,3%,-4%,3%
CCOC(=O)c1ccc(NC(=O)c2n[nH]c(=O)c3ccccc23)cc1,22%,7%,-6%
O=C(COC(=O)[C@H](Cc1ccccc1)NS(=O)(=O)c1ccccc1F)NC1CCCCC1,6%,5%,16%
CC(=O)Oc1ccc(/C=C2/C(=O)N(c3ccccc3)N=C2C)cc1,-6%,x,3%
CCOC(=O)COc1c(C(=O)OC)sc2ncccc12,-4%,4%,1%
COc1cc(NC(=O)CSc2nccc(C)n2)c(C(=O)O)cc1OC,2%,-3%,6%
CCOc1ccc(S(=O)(=O)N2CCC(C(=O)Nc3cc(S(C)(=O)=O)ccc3Cl)CC2)cc1,x,0%,-6%
CCn1cc(C(=O)NCc2ccccc2Cl)c(=O)c2cc(S(=O)(=O)N3CCCCCC3)ccc21,x,2%,-19%
COc1ccccc1C(=O)OCCN1CCOCC1,0%,-2%,-2%
O=C(O)CN1CCCC1=Nc1ccccc1,x,-1%,-16%
COc1ccc(CCNC(=O)Cn2c(=O)n(-c3ccc(F)cc3)c(=O)c3sccc32)cc1OC,-5%,-4%,17%
Cc1ccc(C)c(N2CCN(c3ncnc4c3nc3n4CCCC3)CC2)c1,x,1%,14%
O=c1[nH]c(SCc2ccccc2F)nc2ccccc12,-2%,5%,-4%
COc1ccc(CCNC2CCN(C)CC2)cc1OC,-1%,-1%,-4%
CCC(=O)N1CCc2cc(CNC(=O)Nc3cc(OC)c(OC)c(OC)c3)ccc21,x,7%,-3%
C=CCNC(=O)NC(=O)COC(=O)C(C)Oc1ccc(Cl)cc1Cl (stereo not drawn),-14%,5%,3%
CCOc1ccc(N2CC(C(=O)Nc3ccc(N4CCOCC4)cc3)CC2=O)cc1 (stereo not drawn),6%,3%,-3%
Cc1cc(C)nc(N(C#N)CCOc2ccccc2)n1,1%,2%,1%
S=c1[nH]nc(C2CCCCC2)n1/N=C/c1ccc(Br)s1,-7%,4%,1%

# Just FEN1 inhibitor (3 entries from above):
canonical_smiles,FEN1 inhibitor
CCn1cc(C(=O)NCc2ccccc2Cl)c(=O)c2cc(S(=O)(=O)N3CCCCCC3)ccc21,-19%
COc1ccccc1C(=O)OCCN1CCOCC1,-2%
O=C(O)CN1CCCC1=Nc1ccccc1,-16%

# The list continues.
SMILES,N370S GC mod,TDP1 inh,FEN1 inhibitor
O=C(COc1ccccc1Cl)N1CCN(c2ccc([N+](=O)[O-])c(N3CCOCC3)c2)CC1,-4%,11%,-11%
Cc1cc(N2CCCC2)ccc1NC(=O)COc1ccc(Cl)cc1,x,8%,5%
Cc1ccc(NC(=O)CSc2nc3sc(C)cc3c(=O)n2C)cc1,-1%,-11%,10%
COc1ccc2c(c1)CCc1c(C(=O)NCc3cccnc3)noc1-2,-3%,6%,8%
Cc1ccc(S(=O)(=O)N2CCC(C(=O)NCCCn3ccnc3)CC2)cc1,-6%,3%,11%
O=C1CCCc2ccccc2N1Cc1ccc(F)cc1,3%,1%,-2%
Cc1c(C)c2cc(Cl)c(O)c(CN3CCN(C)CC3)c2oc1=O,u,7%,10%
Cc1nc(-c2cccc(C(F)(F)F)c2)sc1C(=O)O,3%,0%,2%
CC1CC(C)CN(C(=O)COC(=O)CCc2nc3ccccc3c(=O)[nH]2)C1 (stereo not drawn),14%,3%,1%
C=CCc1cc(Cl)ccc1OCCNCCN1CCOCC1,1%,0%,-9%
CCN1CCN(Cc2c(O)ccc3oc(C)c(C(=O)Nc4cccc(Cl)c4C)c23)CC1,x,4%,8%
COc1cc(OC)cc(C(=O)NCCSCc2ccco2)c1,0%,6%,x
CCc1ccc(OCC(=O)O/N=C(\N)Cc2ccc([N+](=O)[O-])cc2)cc1,5%,5%,5%
O=C(Nc1nc(-c2ccc(F)c(F)c2)cs1)Nc1ccc(F)cc1F,-9%,x,12%
O=C(N/N=C/c1ccccc1[N+](=O)[O-])c1ccc(COc2ccccc2-c2ccccc2)cc1,8%,1%,3%
O=C(COc1ccc(Cl)cc1)Nc1ccccc1CO,-4%,2%,-12%
Cc1cc2c(cc1C)N(C(=O)CSC1=NCCS1)C(C)(C)c1ssc(=S)c1-2,12%,8%,9%
COCCNC(=S)N1CCN(c2nc(-c3cccc(OC)c3)cs2)CC1,-10%,x,-30%
COc1ccc(-c2cc(-c3ccc(OC)cc3)[nH]n2)cc1,4%,1%,u
CN(C)c1ccc(CNC(=O)C2CCCN(S(=O)(=O)c3ccc4c(ccn4C)c3)C2)cc1 (stereo not drawn),x,4%,-1%
COc1ccc(COC(=O)C2=C(C)NC(=O)NC2c2ccccc2)cc1 (stereo not drawn),-3%,5%,11%
N#CC1=C(N)Oc2n[nH]c(-c3ccccc3)c2C1c1cccc(OC(=O)N2CCOCC2)c1 (stereo not drawn),-1%,1%,-18%
CC(C)NC(=O)CN(C)S(=O)(=O)c1ccc(F)cc1,2%,3%,0%
COCC(C)OC(=O)c1c(N)n(-c2ccc(OC)c(OC)c2)c2nc3ccccc3nc12 (stereo not drawn),1%,0%,2%

# Compound profiles, as listed above.
# `Cc1cc2c(cc1C)N(C(=O)CSC1=NCCS1)C(C)(C)c1ssc(=S)c1-2` as listed: N370S GC mod: 12%; TDP1 inh: 8%; FEN1 inhibitor: 9%
# `COc1ccc(COC(=O)C2=C(C)NC(=O)NC2c2ccccc2)cc1` (stereo not drawn) as listed: N370S GC mod: -3%; TDP1 inh: 5%; FEN1 inhibitor: 11%

# Further records follow:
SMILES,N370S GC mod,TDP1 inh,FEN1 inhibitor
CCCN(CC(=O)Nc1ccc(F)c(F)c1F)CC(=O)Nc1c(C)n(C)n(-c2ccccc2)c1=O,x,-1%[56.1 µM],0%
O=C(CCCn1c(=O)[nH]c2ccc(Br)cc2c1=O)N1CCN(c2cccc(Cl)c2)CC1,x,0%,2%
CN(CC(=O)Nc1ccc(F)c(F)c1F)C(=O)C1CCCC1,x,1%,4%
Cc1ccc2onc(CC(=O)N(C)c3ccccc3)c2c1,x,8%,-7%
COc1ccc(Nc2c3c(nc4ccccc24)CCC3)cc1,-5%,x,-17%

# Screening data (PubChem BioAssay)
